# Screens as filed in PubChem.
# All columns: NCI-60 one-dose screen, growth in % after 48 h at 10 µM unless noted; 100 = growth as untreated, 0 = no growth, -100 = all killed.
# K-562: K-562 leukemia | 78,000 tested, 7.4% active | AID 1794777
# MDA-MB-435: MDA-MB-435 melanoma. AID 1794794. 82,000 tested, 7.8% active
# MCF7: MCF7 breast cancer; 82,000 tested, 6.3% active
# MDA-MB-468: MDA-MB-468 breast cancer. 78,000 tested, 8.5% active. AID 2202374
# RPMI-8226: RPMI-8226 leukemia cells | 77,000 tested, 7.5% active | AID 1794781
# SR: SR leukemia cells. 73,000 tested, 8.7% active
# MDA-MB-231: MDA-MB-231 breast cancer. 81,000 tested, 5% active
# MOLT-4: MOLT-4 leukemia cells; AID 1794779; 80,000 tested, 6.9% active
# Starred values were filed as active, the others as inactive; . = no result given. The calls were made as follows: active = growth percent below 10; inactive = the rest.
SMILES,K-562,MDA-MB-435,MCF7,MDA-MB-468,RPMI-8226,SR,MDA-MB-231,MOLT-4
Nc1ccc(SCc2cc3cc(Cl)ccc3[nH]c2=O)cc1,15,38,54,64,42,57,84,26
Cc1ccc(-n2cc(-c3ccccc3)c(C3=NCCN3)c2N)cc1,74,101,83,90,86,82,80,86
O=C1Nc2ccccc2/C1=C\c1nc(-c2ccccc2F)n2ccccc12,74,44,28,8.8*,45,50,8.7*,71
O[C@@H]1CO[C@H]2[C@@H]1OC[C@@H]2O,124,.,100,96,112,112,93,116
C=C(CN1CC=CCC1)[C@@H]1CC[C@]2(CO)CC[C@]3(C)[C@H](CC[C@@H]4[C@@]5(C)CC[C@H](O)C(C)(C)[C@@H]5CC[C@]43C)[C@@H]12,77,105,89,89,88,77,116,86
CCOC(=O)c1ccc2c(c1)ncn2-c1ccc(NC(C)=O)cc1,104,101,99,102,109,115,117,107
CCC(N)CO (stereo not drawn),111,103,108,103,108,94,.,91
COc1ccc(Nc2nc(N)nc3c(OC)nccc23)cc1,112,98,73,76,91,.,88,101
O=C1NC(=O)C(C2CCCC2)N1 (stereo not drawn),91,96,99,81,96,93,87,90
CC(=O)C(=Cc1ccc(Cl)cc1)C(C)=O,95,92,83,92,95,66,101,101
Cc1cc(N2CCOCC2)nc(-n2ccc3ccccc32)n1,86,99,77,74,92,63,82,75
Cc1ccc(C2=NN(c3ccccc3)C(c3ccccc3)C2NC2CCCCC2)cc1 (stereo not drawn),96,103,86,93,139,217,104,165
CC(=O)C1CCC2C3CC4OCC5(CCC(O)CC45Br)C3CCC12C (stereo not drawn),86,87,111,100,93,88,112,91
COc1ccc(CCC2NCCc3c(Br)c4c(c(OC)c32)OCO4)cc1 (stereo not drawn),6.1*,-64*,3.8*,-18*,11,-6.6*,11,9.6*
CCOC(=O)c1c(C)cc2c(CO)n[nH]c(=O)c2c1C,95,106,94,107,94,85,103,99
Nc1nnc(Cc2ccccc2)n1N,111,110,98,105,112,116,79,114
Nc1nc2c(c3ncccc13)C(c1cccc(Cl)c1)Cc1ncccc1-2 (stereo not drawn),14,-58*,17,27,32,8.9*,29,15
COc1ccc2cc(C(=O)/C=C/c3c(C)n(C)n(-c4ccccc4)c3=O)ccc2c1,94,104,96,115,101,90,111,93
O=c1[nH]c2ccccc2cc1CNc1ccc(Nc2nccc(-c3ccc4ccccc4c3)n2)cc1,81,91,80,64,82,61,88,49
NC(N)=NC1CCc2ccccc2C1 (stereo not drawn),83,103,96,83,77,99,112,108
CCOC(=O)C(NC(N)=O)C(=O)OCC,107,108,95,101,111,96,111,104
Cn1c(=O)c2[nH]c(CCCc3nc4c(c(=O)n(C)c(=O)n4C)n3C)nc2n(C)c1=O,90,94,92,110,104,108,103,100
CC(=O)Nc1ccc(Cl)cc1Cl,65,96,100,90,121,44,100,71
COc1ccc(OC)c(/C=C2/C=C(c3ccc(OC)c(OC)c3)N(CCc3ccc(S(N)(=O)=O)cc3)C2=O)c1,92,97,88,81,89,78,78,77
COc1ccc(C(C)=O)cc1S(=O)(=O)Nc1cccnc1,108,99,95,96,103,.,100,86
# Remaining list, next part.
SMILES,K-562,MDA-MB-435,MCF7,MDA-MB-468,RPMI-8226,SR,MDA-MB-231,MOLT-4
O=[N+]([O-])c1ccc(N2c3ccncc3Sc3ccncc32)cc1,83,112,101,.,93,.,77,104
C=C(C)COC(=N)N(CCCC)CCCC,103,101,99,101,96,88,110,92
Nc1cccc(-c2nc3sccn3c2-c2ccnc(NCCCNS(=O)(=O)c3ccc(F)cc3)n2)c1,56,72,78,70,55,86,85,61
CCc1nc(C#N)c(N2CCC(c3nc(-c4ccccc4)no3)CC2)o1,92,101,92,92,98,98,98,98
S=c1nccc(-c2ccc(-c3ccccc3)cc2)[nH]1,79,95,74,99,66,.,95,79
CCN(CC)c1ccnc(CNCCSC(c2ccccc2)(c2ccccc2)c2ccc(C)cc2)c1,-45*,-91*,-82*,-92*,-42*,-61*,-98*,-31*
NC(=O)Oc1cccc(OC(N)=O)c1,123,124,96,82,.,211,99,201
CN(C)c1nc(NCCNS(=O)(=O)c2ccc(C3=Nc4c(N)nc(N)nc4NC(c4ccc(F)cc4)C3)cc2)nc(Nc2ccc(F)cc2)n1 (stereo not drawn),3.6*,31,5.3*,-41*,-6.3*,0.3*,21,6.6*
Cc1cc(C)c(O)c(CNCCCNCc2cc(C)cc(C)c2O)c1,15,2.5*,38,8.0*,28,-30*,36,68
CC(=O)NC(C)NC(C)=O,111,115,97,106,95,97,117,99
N#Cc1nc(/C=C2\SC(=S)N(CC3CCCO3)C2=O)cs1 (stereo not drawn),64,102,74,75,68,76,90,90
COc1ccc(NC(=O)CSc2ccc(-c3ccccc3)nn2)cc1,117,104,95,89,98,101,103,101
O=C(Nc1cc([N+](=O)[O-])c2[nH]c(=O)c3ccccc3c2c1)C(F)(F)F,85,102,82,-15*,.,52,89,55
CCOC(=O)Nc1ccc2nc(Sc3ccc(Cl)cc3)sc2c1,21,1.4*,17,0.4*,22,9.2*,43,38
COc1cc(-c2nc3cc(N)ccc3o2)cc(OC)c1OC,90,91,95,101,35,62,96,103
COC(=O)c1cc(=O)[nH]c(=S)[nH]1,94,109,89,109,102,95,119,66
CCOC(=O)C1=C2C=Cc3c(ccc4ccccc34)N2C(C(=O)C(C)(C)C)C1 (stereo not drawn),109,109,100,114,101,107,104,104
CC1(C)CC2C3=CCC4[C@@]5(C)CC[C@H](O)C(C)(C)C5CC[C@@]4(C)[C@]3(C)CC[C@@]2(C(=O)O)[C@H](O)C1 (stereo partly drawn),89,97,94,94,.,97,98,97
Cc1nc2c(=O)[nH]c(SCC(=O)Nc3cccc(F)c3)nc2[nH]c1=O,101,103,93,99,110,132,101,100
Cc1cccc(Nc2nc(N)nc(N)c2N)c1,95,101,98,97,90,102,96,98
Clc1cccc(-c2nc(N3CCOCC3)c3c4c(sc3n2)CCCC4)c1,86,103,94,108,112,89,97,94
NN1CCc2ccccc2C1,.,.,107,113,110,.,109,.
C=CCC(=O)N[C@@H](/C=C/C(=O)O)Cc1ccc(-c2cc(Cl)cc(Cl)c2)cc1,85,93,78,82,76,72,84,72
COc1cc2nc(-c3ccc(-c4nn[nH]n4)cc3)[nH]c(=O)c2cc1OC,109,105,99,104,82,98,119,96
CCOC(=O)C(Cc1c[nH]c2ccccc12)(NC(C)=O)C(=O)OCC,87,106,99,101,102,97,92,101

# Record cards, as listed above. Screens in order: K-562, MDA-MB-435, MCF7, MDA-MB-468, RPMI-8226, SR, MDA-MB-231, MOLT-4
# COc1cc(-c2nc3cc(N)ccc3o2)cc(OC)c1OC across the screens: 90, 91, 95, 101, 35, 62, 96, 103
# CCOC(=O)C1=C2C=Cc3c(ccc4ccccc34)N2C(C(=O)C(C)(C)C)C1 (stereo not drawn) across the screens: 109, 109, 100, 114, 101, 107, 104, 104
# CC(=O)NC(C)NC(C)=O across the screens: 111, 115, 97, 106, 95, 97, 117, 99
# C=CCC(=O)N[C@@H](/C=C/C(=O)O)Cc1ccc(-c2cc(Cl)cc(Cl)c2)cc1 across the screens: 85, 93, 78, 82, 76, 72, 84, 72
# NN1CCc2ccccc2C1 across the screens: ., ., 107, 113, 110, ., 109, .

# (list continues)
SMILES,K-562,MDA-MB-435,MCF7,MDA-MB-468,RPMI-8226,SR,MDA-MB-231,MOLT-4
CC(NC=O)C(=O)O (stereo not drawn),102,111,97,99,.,102,105,108
COc1ccc2c(c1)Cc1ccccc1C2=O,101,113,97,95,109,106,110,96
c1ccc(Cn2cc(-c3ccccc3)c3ncnc(N4CCOCC4)c32)cc1,67,92,77,91,55,84,90,64
N=C1c2ccccc2-c2ccccc21,.,113,110,105,120,78,120,92
CCOC(=O)C1[C@@H]2C(=O)N(c3ccc(OC)cc3)C(=O)[C@@H]2[C@H](c2cn(-c3ccccc3)nc2C)N1Cc1ccccc1 (stereo partly drawn),91,100,80,98,81,78,94,61
CS(=O)(=O)CC1=NC(=N)N=C1CS(C)(=O)=O,98,110,97,97,109,.,.,102
c1ccc2c(-c3cccc4ccccc34)cccc2c1,84,92,93,101,96,94,90,82
NC(=S)N/N=C/c1ccc([N+](=O)[O-])o1,109,115,93,102,81,106,105,98
CN(C)CCCN(c1nc(C(Cl)(Cl)Cl)ns1)c1nc(C(Cl)(Cl)Cl)ns1,0.9*,40,-34*,15,9.4*,17,39,3.3*
Cc1ccc(C(=O)OCC(=O)Nc2ncc(Cl)c(C)c2Cl)s1,109,105,96,103,93,92,108,94
COC1=CC(=Nc2cc(Br)c(O)c(Br)c2)C=CC1=O,108,108,100,124,100,.,89,89
O=c1c2sc3ccccc3c2nc2ccccn12,101,102,81,106,101,105,86,104
Oc1ccc(Cl)cc1/C=C1/CCc2cc3cc(Cl)ccc3[o+]c21,84,111,88,107,99,83,99,74
CN(C)C(Br)C(=O)c1ccccc1 (stereo not drawn),102,107,83,105,91,86,110,91
O=C(c1ccc(Cl)cc1)c1ccc(Cl)cc1,98,107,104,97,115,93,124,106
N#Cc1ccc(OC(=O)Nc2ccc(F)cc2)cc1,83,97,93,82,91,78,102,99
Nc1nc(-c2nnc(Nc3ccc(Oc4ccccc4)cc3)s2)cs1,104,101,97,108,105,98,101,96
O=c1[nH]c2cc3c(cc2n2cccc12)oc1ccccc13,.,108,80,96,.,109,94,107
O=C1NC(=NC2CCCCCC2)N/C1=C\c1ccc2ncoc2c1,38,38,13,-3.5*,36,.,51,38
COC(=O)C1(C)CCC(C)C(=O)O1 (stereo not drawn),.,112,99,99,103,.,89,.
CC(C)(C(O)c1ccccc1)[N+](=O)[O-] (stereo not drawn),112,111,95,101,113,100,108,100
O=C(CCc1nnc2sc(OCc3ccccc3)nn12)c1nc2ccc([N+](=O)[O-])cc2[nH]1,88,106,.,109,106,84,96,95
COc1cc(C(O)CCN(CCO)Cc2ccccc2)cc(OC)c1OC (stereo not drawn),102,108,97,102,104,83,112,98
CCN1CCN(C(=O)[C@]23CC[C@@H](C)[C@H](C)[C@@H]2C2=CC[C@@H]4[C@@]5(C)C/C(=C/c6cccnc6)C(=O)C(C)(C)[C@@H]5CC[C@@]4(C)[C@]2(C)CC3)CC1,6.5*,24,8.5*,16,-15*,-4.4*,35,2.7*
CC[C@@H](C)[C@H](NC(=O)Cn1cc(CNC(=O)[C@@H](NC(=O)OCc2ccccc2)C(C)C)nn1)C(=O)O,104,102,100,98,106,101,99,109

# Compounds shown so far that contain a furan ring, fused or not (2):
SMILES,K-562,MDA-MB-435,MCF7,MDA-MB-468,RPMI-8226,SR,MDA-MB-231,MOLT-4
NC(=S)N/N=C/c1ccc([N+](=O)[O-])o1,109,115,93,102,81,106,105,98
O=c1[nH]c2cc3c(cc2n2cccc12)oc1ccccc13,.,108,80,96,.,109,94,107

# (list continues)
SMILES,K-562,MDA-MB-435,MCF7,MDA-MB-468,RPMI-8226,SR,MDA-MB-231,MOLT-4
O=S(=O)(c1ccccc1)n1ccc2c1-c1oncc1CCC2,95,101,96,89,95,87,101,101
COc1ccc(-c2ccc(SCC(=O)NCCc3ccc(S(N)(=O)=O)cc3)nn2)cc1,54,92,.,34,50,64,93,68
Cn1cccc1-c1cc(-c2ccc(Br)cc2)n(Cc2ccccc2)c(=O)c1C#N,55,98,97,102,62,110,110,89
CCOC(=O)c1ccc2nc(C(F)(F)F)c(C(=O)c3cccs3)nc2c1,88,100,95,126,99,.,106,99
Cc1ccc(NC(=O)N2c3ccccc3SC2c2ccco2)c(C)c1 (stereo not drawn),87,108,94,105,86,83,81,83
Cc1ccc(NC(=O)NNC(=O)/C=C/c2cn(-c3ccccc3)nc2-c2ccc(C)cc2)cc1,84,89,92,106,93,77,82,57
c1ccc2c(c1)C(=NCCCN1CCCCCC1)c1cccn1-2,65,85,99,.,76,56,88,63
COc1ccc(Nc2c3c4c(cccc4[nH]c2=O)C(=O)c2ccccc2-3)cc1,-19*,-52*,0.6*,.,5.5*,.,-20*,1.8*
Nc1ncnc2c1c(-c1ccccc1)nn2CC(=O)N1CCCCC1,101,107,90,101,112,101,102,101
NC(=O)N/N=C/CSCc1ccccc1,100,106,95,108,100,106,108,100
COc1cccc2c1O/C(=C\c1ccc([N+](=O)[O-])s1)C2=O,8.4*,48,43,14,26,8.3*,55,75
CCC(C)[C@H](NC(C)=O)C(=O)N[C@@H](CCCNC(=N)N)C(=O)N[C@@H](CCCCN)C(=O)N[C@@H](CC1CCC(O)CC1)C(=O)NC(C(=O)N[C@@H](CCSC)C(=O)N[C@@H](CCCNC(=N)N)C(=O)N[C@@]1(C)CCC/C=C\CCC[C@@](C)(C(=O)NC(C(=O)N[C@@H](CCC(=O)O)C(=O)N[C@@H](CC(C)C)C(=O)N[C@H](C(=O)N[C@@H](CCC(=O)O)C(N)=O)C(C)C)[C@@H](C)O)NC(=O)[C@H](CCC(N)=O)NC(=O)[C@H](CC(C)C)NC(=O)[C@H](CC(C)C)NC1=O)[C@@H](C)O (stereo partly drawn),95,105,102,100,95,99,99,97
COc1ccc(C(=O)N=Nc2c(O)n(C)c3ccccc23)cc1,89,103,61,95,.,80,85,100
N#C/C(=C\c1ccc(Br)cc1)C(N)=O,106,104,94,103,111,113,109,108
COc1cc2c3c(n(CCCN4CCN(CCCn5c6c(c7cc(OC)c(OC)cc7c5=O)C(=O)c5cc7c(cc5-6)OCO7)CC4)c(=O)c2cc1OC)-c1cc2c(cc1C3=O)OCO2,11,105,94,113,87,26,81,63
